High-throughput results (PubChem)
mABHD4 FP: inhibits mouse alpha/beta hydrolase domain 4 | 0.54% of 370,000 active | purified mABHD4, FP-Rh probe fluorescence polarization | inhibition, % at 8.92 µM;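 active means inhibition exceeding the mean over every tested compound plus 3 SD, cut at about 30% in these data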;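 further: 0% = plate median of compound wells and 100% = S159A mutant with DMSO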
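Assay system: wild-type mouse ABHD4 protein; compound: single nominal dose of 8.92 µM, 0.89% DMSO final; schedule: 45 min + 60 min at 25 °C; measured by: FP readout, ex 525 nm / em 598 nm; evaluation: % inhibition of FP-Rh probe binding versus controls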
UHRF1 binding: human UHRF1 methylated DNA binding inhibitors | AID 687016 | 0.75% of 370,000 active | inhibition, % at 4.4 µM | UHRF1 binding to methylated oligo, TR-FRET | Q96T88; in the data active means inhibition above about 21%;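 further: UHRF1 SRA domain binding a hemimethylated CpG hairpin DNA probe; 0% = median of test compound wells and 100% = reference inhibitor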
SIAE inh: human SIAE inhibition, primary screen; Q9HAT2; SIAE FP-Rh probe binding, fluorescence polarization; inhibition, % at 9.66 µM; 0.69% of 370,000 active;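 active means inhibition above a cutoff: mean of compounds within the control limits plus 3 SD of those, cut at about 17% in these data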;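 further: 0% = plate median of compound wells and 100% = probe without SIAE protein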
NPR2 activator: GC-B (human) receptor activation; 0.11% of 370,000 active; AID 1920062; P20594; HEK293-GC-B cells, CNP EC30, cGMP TR-FRET; 0% at EC30 CNP, 100% saturating CNP; activation, % at 10 µM;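 active means activation at 10 µM reaching about 35% in either raw or pattern-adjusted values, limit read from the data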
Target sequence (P20594 whole entry, looked up): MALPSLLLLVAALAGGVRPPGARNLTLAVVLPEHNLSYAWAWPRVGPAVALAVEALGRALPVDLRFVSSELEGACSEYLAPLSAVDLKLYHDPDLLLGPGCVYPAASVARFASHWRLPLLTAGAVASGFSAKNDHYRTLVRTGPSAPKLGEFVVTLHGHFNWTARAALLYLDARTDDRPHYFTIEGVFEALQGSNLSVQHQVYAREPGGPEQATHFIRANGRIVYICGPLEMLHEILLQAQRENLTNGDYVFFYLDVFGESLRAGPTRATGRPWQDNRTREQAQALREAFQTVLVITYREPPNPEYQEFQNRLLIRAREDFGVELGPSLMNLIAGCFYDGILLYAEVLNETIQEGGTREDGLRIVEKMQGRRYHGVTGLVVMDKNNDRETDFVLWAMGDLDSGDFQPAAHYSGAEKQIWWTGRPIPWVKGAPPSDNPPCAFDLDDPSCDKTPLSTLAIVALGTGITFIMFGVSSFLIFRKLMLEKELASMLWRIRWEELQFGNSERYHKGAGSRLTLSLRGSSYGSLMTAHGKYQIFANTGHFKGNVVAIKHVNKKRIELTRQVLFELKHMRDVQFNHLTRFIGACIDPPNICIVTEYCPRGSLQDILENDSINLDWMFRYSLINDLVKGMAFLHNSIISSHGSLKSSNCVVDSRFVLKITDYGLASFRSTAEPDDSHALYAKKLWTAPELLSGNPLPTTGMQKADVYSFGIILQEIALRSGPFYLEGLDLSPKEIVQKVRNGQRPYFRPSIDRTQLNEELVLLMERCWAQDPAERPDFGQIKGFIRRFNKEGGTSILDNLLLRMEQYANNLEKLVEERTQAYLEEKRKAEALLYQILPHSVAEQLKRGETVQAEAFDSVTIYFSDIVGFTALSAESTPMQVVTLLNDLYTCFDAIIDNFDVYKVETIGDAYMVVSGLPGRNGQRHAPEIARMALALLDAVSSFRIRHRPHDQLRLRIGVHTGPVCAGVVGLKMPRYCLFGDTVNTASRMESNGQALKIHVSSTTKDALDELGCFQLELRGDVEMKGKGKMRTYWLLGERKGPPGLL
TCR CD3 inh: human TCR-CD3 binding inhibition; AID 651800; inhibition, % at 9.4 µM; 0.37% of 360,000 active; TAMRA-labeled TCR probe fluorescence, biochemical; in the data active means inhibition above about 19%;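 further: recombinant mutant TCR 2C K166C tagged with TAMRA read by polarization; 0% = receptor in buffer alone and 100% = receptor with positive control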
PRMT1 inh: inhibitors of human PRMT1; AID 652257; inhibition, % at 2.79 µM; 1.3% of 370,000 active; recombinant PRMT1, activity-based probe fluorescence polarization;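 active means inhibition above about 21% made by adding two undisclosed values, limit read from the data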
HTRA1 inh: blocks human HTRA1 serine peptidase; Q92743; recombinant HTRA1, FP-rhodamine activity-based probe, fluorescence polarization; inhibition, % at 5.96 µM; 0.5% of 340,000 active; AID 504803; in the data active means inhibition above about 36%;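 further: 0% = enzyme with DMSO and 100% = wells lacking enzyme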
MBD2 DNA inh: inhibitors of human MBD2 binding to methylated oligonucleotide; Q9UBB5; TR-FRET; inhibition, % at 4.4 µM; 0.31% of 370,000 active; AID 686964; in the data active means inhibition above about 13%
GC-A act: GC-A (human) enzyme activation; activation, % at 10 µM; HEK293 GC-A cells, cGMP TR-FRET, EC30 ANP; 0% at EC30 ANP, 100% saturating ANP; AID 1671463; 0.14% of 370,000 active; P16066; in the data active means activation above about 40%
rCAG binder: r(CAG) repeat RNA binding; TO-PRO-1 dye displacement fluorescence; inhibition, % at 3 µM; 1.3% of 370,000 active;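 active means inhibition above the plate cutoff, the mean of all test compounds on that plate plus 3 SD, cut at about 35% in these data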;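 further: 0% = DMSO alone and 100% = 100 µM mitoxantrone as full dye displacement; higher means more dye released from RNA so lower well fluorescence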
* marks the source's active call; other numbers are inactive results; / = no result given. Only part of the results is shown; the hit share may differ from the screen's.

Values run as follows: mABHD4 FP	UHRF1 binding	SIAE inh	NPR2 activator	TCR CD3 inh	PRMT1 inh	HTRA1 inh	MBD2 DNA inh	GC-A act	rCAG binder
Cc1ccc(F)c(S(=O)(=O)NC(=O)C2(C)CCN2C(=O)CCc2cccs2)c1 (stereo not given)
→ 2.1	-0.9	3.6	2.7	-5.4	-0.1	/	4.1	4.4	3.5
CCOc1ccc(C(=O)NC(=S)NCCCN2CCOCC2)cc1
→ 8.0	-1.4	2.2	-0.7	-4.5	4.8	-3.0	7.4	2.2	-11.0
O=C(NC(Cc1ccccc1)C(=O)O)OCc1ccccc1 (stereo not given)
→ 1.9	-3.1	11.8	-0.5	0.8	0.0	0.4	-5.4	2.6	1.4
CC(=O)c1ccc(OCC(O)CN2CCN(S(=O)(=O)c3cccc(Br)c3)CC2)cc1 (stereo not given)
→ -0.8	-2.2	5.8	3.7	5.3	-0.6	-4.2	-8.3	-2.9	-0.3
N#C/C(=C\c1ccc(-c2ccc(C(=O)O)cc2)o1)c1nc2ccccc2[nH]1
→ 0.9	-4.7	-34.0	-0.4	11.3	0.6	-2.4	-5.4	5.3	4.0
Cc1ccc(/C=C/C(=O)N2CCN(S(=O)(=O)c3ccc(C)c(C)c3)CC2)o1
→ 7.1	-3.9	6.1	-2.9	-5.5	37.3*	-4.9	1.1	-2.8	12.9
Cc1cc(N=Cc2cc(Br)ccc2O)no1
→ 4.4	0.0	-3.1	-1.6	-4.7	-2.1	3.1	-1.6	10.5	-0.1
CCc1ccc(C2CC(=O)N(c3cccc(F)c3)C3=C2C(=O)OC3)cc1 (stereo not given)
→ -1.8	2.8	-1.5	2.6	-0.5	0.3	-3.9	2.1	1.9	-3.1
O=C(Nc1ccccc1)NC1CCS(=O)(=O)C1 (stereo not given)
→ -0.1	3.1	1.0	0.8	9.9	-4.5	0.1	2.7	-3.0	-1.1
COc1ccc(N(CC(=O)NC2CCCC2)C(=O)CCC(=O)Nc2cc(C)on2)cc1
→ 1.0	-0.6	2.1	1.9	7.1	-1.0	-0.8	0.3	1.4	-2.9
CC1CCC(C(=O)NC(C(=O)NCCN2CCC(C)CC2)C(C)C)CC1 (stereo not given)
→ -1.3	-0.2	-0.1	7.2	2.7	0.3	6.8	-0.3	-2.4	-5.7
CCN(C(=O)COc1ncnc2sccc12)c1ccccc1
→ -3.0	1.9	-0.6	-0.4	3.4	-1.3	1.8	0.5	-2.6	-0.2
CC[N+]1(CC)CC2=Cc3c(ccc4ccccc34)CC2C1 (stereo not given)
→ 8.9	-2.4	1.2	7.9	-2.4	-0.4	-5.9	-5.5	0.1	3.1
CCN(/C=N/c1sc2c(c1C#N)CC(C)(C)NC2(C)C)CC
→ -7.9	-2.0	7.4	-1.9	8.3	-2.9	2.8	-4.2	-0.3	-3.4
O=C(COC(=O)c1ccccn1)Nc1cccnc1Cl
→ -0.6	0.0	7.5	1.9	7.8	1.9	-0.9	-4.9	1.1	4.5
O=C(Nc1ccc2c(c1)OCCO2)C1CCN(C(=O)c2ccc([N+](=O)[O-])cc2)CC1
→ 1.9	-1.1	-0.2	-9.1	-5.2	-2.4	-4.5	-6.0	-4.4	-2.9
COc1nc(N)nc(NC23CC4CC(CC(C4)C2)C3)n1
→ 1.7	3.1	-5.6	2.8	-5.2	5.3	-13.6	-0.9	2.4	-4.3
CCCC(c1nnnn1C(C)(C)CC)N(Cc1ccco1)Cc1cc2ccc(OC)cc2[nH]c1=O (stereo not given)
→ -0.8	-6.9	-3.8	-2.9	-7.9	12.8	-48.8	-1.1	-6.9	-2.7
Cc1ccccc1Cn1cnc2c(nnn2Cc2ccc(F)cc2)c1=O
→ 4.7	3.9	-3.8	1.9	-6.7	1.4	1.6	-2.4	-1.3	0.1
CC(=O)c1cccc(NC(=O)C(C)OC(=O)Cc2c[nH]c3ccccc23)c1 (stereo not given)
→ -8.9	0.4	-3.8	-1.6	7.7	-0.7	-7.4	1.6	-4.9	1.3
CCC(CC)COC(=O)C1=C(C)NC(=O)NC1c1ccccc1Br (stereo not given)
→ -0.4	-0.8	1.2	-3.0	1.2	-3.2	-35.4	3.8	-7.6	-6.6
CCOC(=O)C1(C)CCN1C(=O)Cc1ccc(OC)cc1 (stereo not given)
→ 9.1	0.9	-3.4	3.9	1.2	3.7	/	-2.8	0.4	2.1
CCNC(=O)c1sccc1-n1cccc1
→ -1.4	0.3	-1.9	3.4	2.7	-2.5	-0.7	-4.3	-0.6	6.9
Cc1cccc(N(C(=O)c2ccc(CN3CCOCC3)o2)C(C(=O)NC(C)(C)C)c2ccc(F)cc2)c1 (stereo not given)
→ -7.5	2.4	6.3	-12.7	-4.0	3.2	0.3	2.6	-7.6	3.5
O=C(O)C(=Cc1ccc([N+](=O)[O-])cc1)c1ccccc1
→ -1.9	0.3	4.0	-1.8	-2.4	0.4	/	-5.1	3.1	0.7
COc1ccc(OC)c(/C=N/NC(=O)C(=O)N2CCCC2)c1
→ 2.5	0.6	-5.9	-5.3	-5.0	4.5	-2.7	3.1	-4.8	-3.4
O=C1C=C(c2ccc3c(c2)OCCO3)C[C@@H](c2ccc(F)cc2)C1
→ 6.4	5.2	-1.1	1.9	3.5	-1.2	-34.4	0.1	0.1	-2.4
Cc1ccc(Cl)cc1-n1c(=O)cc(N2CCN(C(=O)c3ccco3)CC2)[nH]c1=O
→ -0.6	3.0	-1.6	4.2	6.2	1.4	3.7	4.3	3.4	4.3
CCCCOC(=O)c1ccc(S(N)(=O)=O)o1
→ -0.1	-2.8	-5.0	2.7	6.0	-0.6	-1.0	5.6	-0.6	-0.7
COC(=O)c1c(C)cc(O)cc1O
→ 2.4	2.2	1.3	-3.1	-6.8	1.6	-1.7	0.2	0.2	0.3

Arranged by length of the SMILES (descending): 3 of the compounds above.
Values run as follows: mABHD4 FP	UHRF1 binding	SIAE inh	NPR2 activator	TCR CD3 inh	PRMT1 inh	HTRA1 inh	MBD2 DNA inh	GC-A act	rCAG binder
O=C(Nc1ccc2c(c1)OCCO2)C1CCN(C(=O)c2ccc([N+](=O)[O-])cc2)CC1
→ 1.9	-1.1	-0.2	-9.1	-5.2	-2.4	-4.5	-6.0	-4.4	-2.9
Cc1ccc(Cl)cc1-n1c(=O)cc(N2CCN(C(=O)c3ccco3)CC2)[nH]c1=O
→ -0.6	3.0	-1.6	4.2	6.2	1.4	3.7	4.3	3.4	4.3
O=C1C=C(c2ccc3c(c2)OCCO3)C[C@@H](c2ccc(F)cc2)C1
→ 6.4	5.2	-1.1	1.9	3.5	-1.2	-34.4	0.1	0.1	-2.4

Next part
Values run as follows: mABHD4 FP	UHRF1 binding	SIAE inh	NPR2 activator	TCR CD3 inh	PRMT1 inh	HTRA1 inh	MBD2 DNA inh	GC-A act	rCAG binder
Cc1oc2c(c(C)cc3oc(=O)c(CC(=O)N[C@@H](C)C(=O)O)c(C)c32)c1C
→ -3.2	-6.4	-2.5	9.0	0.8	0.9	0.6	-6.8	6.9	17.9
Cc1nn(-c2ccccc2)c(C)c1C(=O)OCC(=O)N1CCN(S(=O)(=O)c2ccccc2)CC1
→ -1.5	0.1	-2.5	0.9	6.7	-2.4	-0.3	1.4	1.6	-2.8
COc1ccc2c(c1)C(NC(C)=O)C(=O)N2C (stereo not given)
→ 0.3	-1.4	-2.0	0.2	-9.9	7.6	1.2	-3.3	-0.1	2.8
COC(=O)Cn1c(CN2CCC(Cc3ccccc3)CC2)nc2c1c(=O)n(C)c(=O)n2C
→ -5.2	3.7	1.8	-4.5	-5.8	-1.6	-3.7	-1.6	-9.7	10.0
COc1ccc(NC(=O)CCN2CCCCCC2)cc1
→ 5.0	-1.4	6.9	6.6	-3.1	-0.1	-5.2	2.8	0.7	-1.6
CCOC(=O)c1ccc(NC(=O)CCC(=O)NCc2ccco2)cc1
→ 0.8	2.9	5.5	1.5	-3.8	-0.8	5.6	5.3	2.0	-5.7
CCS(=O)(=O)Nc1ccc(C(=O)OC)cc1
→ 9.3	-2.0	-6.2	-1.9	5.7	1.2	6.1	-4.6	3.1	0.9
CCOC(=O)C(c1ccccc1)C(Nc1ccc(Cl)c(Cl)c1)c1ccccn1 (stereo not given)
→ 6.7	1.1	-2.4	-8.6	1.9	0.1	/	-2.5	-6.5	1.8
Cc1ccc(S(=O)(=O)n2nc(OC(=O)c3ccccc3F)cc2N)cc1
→ 5.6	-4.3	9.4	0.8	0.7	-0.5	-9.5	-5.4	3.5	7.0
COCCn1c(SCC(=O)NC2CCCC2)nnc1-c1ccco1
→ 3.9	-0.5	-3.1	5.0	1.9	2.9	-0.8	2.9	-4.4	-2.1
Cc1ccccc1C(=O)NCC(=O)OCC(=O)NC(C)C1CC2CCC1C2 (stereo not given)
→ -0.7	-1.2	3.9	-1.2	9.8	0.0	11.2	2.7	-1.2	-5.9
O=C(CC(c1ccccc1)c1ccccc1O)N1CCCCC1 (stereo not given)
→ 7.8	0.0	1.0	-1.7	-7.3	2.3	0.1	1.3	-6.9	-6.8
CN(C)CCCNC(=O)c1cc(Br)ccc1Cl
→ 4.5	-0.7	-5.6	10.1	2.6	2.3	0.9	-0.1	-1.6	-1.2
CC1=NN(c2ccc(C(=O)OC(C)C)cc2)C(=O)/C1=C\C=C\c1ccco1
→ 20.6	-3.8	12.0	-1.4	1.3	3.8	16.0	-0.2	-2.9	28.1
COC(=O)c1cccc(NC(=O)CC2C(=O)NCCN2C(=O)Nc2cc(C)cc(C)c2)c1 (stereo not given)
→ -17.1	3.0	-9.6	2.7	-0.9	-0.6	-13.1	1.0	-1.2	4.4
Cc1cc(C)cc(NC(=O)OC2CC3CC2[C@H]2CCCCN2[C@H]3C)c1 (stereo not given in full)
→ -2.1	1.3	-2.2	-2.2	/	-6.5	/	2.4	-0.9	3.6
COC(=O)c1ccccc1NC(=O)c1sc(N)nc1C
→ -0.8	-0.6	4.3	7.4	1.5	-2.1	-4.3	0.4	1.9	-0.7
O=C(c1cccc(Cl)c1)N1CCN(c2ccnc3cc(Cl)ccc23)CC1
→ -1.1	-0.4	-2.3	-15.2	/	0.3	/	-0.4	-9.6	/
Cc1cc(S(=O)(=O)N2CCCC(C(=O)Nc3ccc(C(=O)O)cc3)C2)ccc1Cl (stereo not given)
→ -15.0	-3.4	-2.8	-2.9	5.1	-2.8	1.9	-4.6	-4.5	11.3
O=[N+]([O-])c1cccc(C=NNc2ccc3ccccc3n2)c1O
→ 36.8*	-6.9	17.2*	-0.9	-1.3	0.0	23.3	-5.7	-2.7	34.2
Cc1cccc2c1cnn2C(=O)Nc1ccccc1Cl
→ 5.1	-3.7	2.2	-5.1	5.2	-9.9	1.8	-5.4	0.8	-2.6
CCOCCCNC(=O)NC(=O)CN1CCN(S(=O)(=O)c2ccc3c(c2)OCCO3)CC1
→ -0.5	-2.3	0.8	2.1	-0.4	1.5	-0.6	7.7	2.4	-0.7
O=C(NC(=S)N1CCCCC1)c1csc([N+](=O)[O-])c1
→ -0.2	-0.8	0.4	-4.0	-0.3	-2.3	/	1.7	4.1	-0.2
Cc1cccc(N(CC(N)=O)C2SC(=O)N(c3ccccc3)C2=O)c1 (stereo not given)
→ 4.9	-3.8	-0.6	2.3	14.1	7.3	-4.1	0.1	1.0	1.0
Cc1cc(C)nc(N2CCCC(C(=O)NCCc3ccccc3F)C2)n1 (stereo not given)
→ -3.5	-1.1	9.2	6.5	6.8	-0.8	3.4	-1.4	-0.4	-2.5
O=C(O)CC(NC(=O)C1CCCCC1)c1ccc(OC2CCCC2)cc1 (stereo not given)
→ 1.1	0.1	6.6	-1.6	6.7	-1.2	3.4	1.3	-3.1	4.2
